TcdB GH inh: blocks C. difficile toxin B glycohydrolase activity; 350,000 tested, 0.24% active; inhibition, % at 9.99 µM; AID 652162; TcdB glycohydrolase enzymatic assay, plate reader; P18177; in the data active = inhibition above about 10%
Rv3671c protease: inhibitors of M. tuberculosis serine protease Rv3671c | 320,000 tested, 0.048% active | AID 2606 | inhibition, % at 5.96 µM | P9WHR9; in the data active = inhibition above about 38%;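 note: extracellular domain of Rv3671c used as enzyme; 0% = enzyme with DMSO and 100% = no enzyme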
BH1578 lux ind: quorum light induction in luxS cqsA deficient V. cholerae. V. cholerae BH1578 lux reporter, luminescence, 6 h. activation, % at 18.7 µM. 350,000 tested, 0.16% active; in the data active = activation mostly above about 9.7%, no sharp cut-off; inconclusive = no clear call, values can overlap the other calls; inactive = mostly below about 3.7%; note: not every result past the cut was called active; inactives centre near 0; reference of the scale not given here
Anthrax LF prot: anthrax lethal factor protease inhibition | 360,000 tested, 0.12% active | inhibition, % at 10 µM | multiplex microsphere protease cleavage assay, LF; in the data active = inhibition above about 30%; inconclusive = no clear call, values can overlap the other calls; note: plate controls were buffer without enzyme for full effect and enzyme alone for no effect
Target sequence (P15917 whole entry, looked up): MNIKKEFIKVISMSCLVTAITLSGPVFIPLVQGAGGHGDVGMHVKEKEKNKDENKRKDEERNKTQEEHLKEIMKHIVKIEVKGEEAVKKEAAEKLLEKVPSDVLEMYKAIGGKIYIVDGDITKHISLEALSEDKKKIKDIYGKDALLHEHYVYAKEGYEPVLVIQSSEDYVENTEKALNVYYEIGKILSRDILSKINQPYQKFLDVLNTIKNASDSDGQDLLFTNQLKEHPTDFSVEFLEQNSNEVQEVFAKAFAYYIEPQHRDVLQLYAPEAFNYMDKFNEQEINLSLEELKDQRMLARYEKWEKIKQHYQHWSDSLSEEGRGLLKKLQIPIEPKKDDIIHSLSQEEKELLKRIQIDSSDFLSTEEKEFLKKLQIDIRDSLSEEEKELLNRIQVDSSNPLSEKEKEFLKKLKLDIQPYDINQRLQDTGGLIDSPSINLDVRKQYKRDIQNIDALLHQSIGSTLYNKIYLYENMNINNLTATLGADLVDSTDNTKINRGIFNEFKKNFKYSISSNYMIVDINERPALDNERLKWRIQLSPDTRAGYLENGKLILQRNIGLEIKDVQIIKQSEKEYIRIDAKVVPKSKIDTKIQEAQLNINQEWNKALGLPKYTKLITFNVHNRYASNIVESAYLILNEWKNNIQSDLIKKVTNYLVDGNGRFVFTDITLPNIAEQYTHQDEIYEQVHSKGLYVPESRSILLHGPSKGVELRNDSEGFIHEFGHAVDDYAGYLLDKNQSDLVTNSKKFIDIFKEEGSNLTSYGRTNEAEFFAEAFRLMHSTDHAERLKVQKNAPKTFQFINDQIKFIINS
VHR inh abs: blocks human VHR1 dual specificity phosphatase; inhibition, % at 13.3 µM; P51452; recombinant VHR phosphatase, pNPP absorbance; 290,000 tested, 0.52% active; in the data active = inhibition above about 50%; note: some compounds called inactive have numbers as strong as hits
Target sequence (P51452 whole entry, looked up): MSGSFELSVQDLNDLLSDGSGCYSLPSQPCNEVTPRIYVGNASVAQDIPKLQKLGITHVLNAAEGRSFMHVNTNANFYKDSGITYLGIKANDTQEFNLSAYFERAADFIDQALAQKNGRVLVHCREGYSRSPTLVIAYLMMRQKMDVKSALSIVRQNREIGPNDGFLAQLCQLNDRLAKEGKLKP
PriA SSB inh: inhibitors of Klebsiella pneumoniae PriA binding to SSB C-terminal tail; AlphaScreen SSBct-PriA binding, biotinylated peptide; 430,000 tested, 0.6% active; inhibition, % at 33 µM; AID 1272365; in the data active = inhibition mostly above about 37%, no sharp cut-off; inactive = mostly below about 20%;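 note: plate controls were negative control peptide for no effect and reference peptide for full effect; strong numbers were not always called active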
MazF activator: MazEF (E. coli) toxin RNase activation; P0AE70; FAM/BHQ RNA-DNA oligo cleavage fluorescence, 5 h; activation, % at 20 µM; 350,000 tested, 0.32% active; AID 504720; in the data active = activation above about 50%
Target sequence (P0AE70 whole entry, looked up): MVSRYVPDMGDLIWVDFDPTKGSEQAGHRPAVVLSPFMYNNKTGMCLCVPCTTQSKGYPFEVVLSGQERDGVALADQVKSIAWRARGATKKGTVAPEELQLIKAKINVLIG
PfHsp40 rescue: compounds rescuing yeast from Plasmodium falciparum HSP40 toxicity. growth rescue, % at 12.5 µM. 340,000 tested, 0.68% active. S. cerevisiae expressing PfHsp40, growth rescue, ATP luminescence; in the data active = growth rescue above about 28%, passing the limit was not always enough; inconclusive = no clear call, values can overlap the other calls;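 note: yeast W303a lacking pdr1 and pdr3 grown in galactose medium; growth measured after three days at 30 °C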
SARS 3CLpro inh: SARS-CoV 3CLpro protease inhibition | recombinant SARS-CoV 3CLpro, quenched FRET peptide cleavage | 290,000 tested, 0.14% active | inhibition, % at 6 µM | AID 1706; in the data active = inhibition above about 12%
Yp Topo-I inh: inhibitors of Yersinia pestis topoisomerase I; Y. pestis Topo-I cleavage product accumulation, plate reader; activity, % at 10 µM; 360,000 tested, 0.064% active; AID 504884; in the data active = activity above about 50%, passing the limit was not always enough; inconclusive = no clear call, values can overlap the other calls; note: inactives centre near 2
Numbers without * were called inactive; i = inactive; ? = inconclusive; · = no result given; & = joins results of further samples.

SMILES	TcdB GH inh	Rv3671c protease	BH1578 lux ind	Anthrax LF prot	VHR inh abs	PriA SSB inh	MazF activator	PfHsp40 rescue	SARS 3CLpro inh	Yp Topo-I inh
CNS(=O)(=O)c1cccc(C(=O)OCC(=O)N2c3ccccc3CC2C)c1 (centres undefined)	·	0	i	-3	8	-14	6	0.6	-4	13
CSc1nc2ccc(NC(=O)C3CC(=O)N(Cc4ccccc4)C3)cc2s1 (centres undefined)	·	4	2.6	1	15	2	-9	0.3	-5	7
Cc1ccnc(N2CCC(C(=O)NCc3ccccc3F)CC2)n1	0.4	-4	-0.6	0	13	-13	7	-2.1	-2	7
CC(=O)N1CC[n+]2c(-c3ccc(Cl)cc3)csc21	1.0	-18	-0.4	1	-3	-6	1	66*	-2	1
Cn1c(=O)c2[nH]c(CCCc3ccc([N+](=O)[O-])cc3)nc2n(C)c1=O	0.2	·	-0.8	6	·	-8	-20	-0.2	·	10
O=C(c1ccc(F)cc1)N1CCN(S(=O)(=O)c2ccc(Br)cc2)CC1	0.1	3	-1.0	-2	-1	-3	8	0.4	-1	10
C#CCOCCOCCOCCNc1nc(N2CCN(C(=O)[C@H]([C@@H](C)O)n3cc(CCCCN)nn3)CC2)nc(N2CCN(C(=O)[C@H](C)n3cc(CCCN=C(N)N)nn3)CC2)n1	-0.8	-8	i	1	11	-17	12	0.9	1	3
COc1ccc(NC(=O)CSc2ccc3nnc(CCNC(=O)c4ccccc4)n3n2)cc1OC	0.5	5	i	-2	18	-4	-3	-1.5	1	4
COc1ccc(C(=O)Nc2ccc(S(=O)(=O)NC(C)=O)cc2)cc1[N+](=O)[O-]	-0.4	-2	-0.4	-5	-6	-1	-1	-0.1	2	-2
Cn1c(=O)c2sc3c(c2n(CC(=O)Nc2ccccc2)c1=O)COC(C)(C)C3	-0.1	0	-0.3	-2	6	-6	5	-0.3	-1	5
O=C(NC1=NCCS1)c1cc(-c2cccnc2)nc2ccccc12	-0.6	-4	i	-2	19	1	-1	0.5	1	0
CC(=O)c1ccc(N2CCN(C(=O)c3cc4c(s3)CCCC4)CC2)cc1	-9.6	16	-0.8	-3	22	4	-3	-0.4	1	32
S=C(Nc1ccc(Cl)cc1Cl)Nn1cnnc1	0.1	0	i	-1	2	-1	-2	0.0	4	0
Cc1ccc(C(=O)NC(NCc2ccco2)C(Cl)(Cl)Cl)cc1 (centres undefined)	·	-8	i	0	10	-16	4	0.2	7	6
O=C(COC(=O)Cc1c(Cl)cccc1Cl)NCc1ccco1	0.3	-12	-0.7	3	·	-9	-19	-0.9	·	4
NC(=O)c1ccccc1N=Cc1cccnc1	-1.1	4	-0.9	0	·	-11	-3	-1.9	·	-7
COC(=O)c1cccc(NC(=O)CN2C(=O)C3CCCCC3C2=O)c1 (centres undefined)	-1.0	·	i	-3	·	-10	1	0.7	·	2
Cc1cc(C)n(CCC(=O)N2CCCC(Nc3ccc(F)cc3)C2)n1 (centres undefined)	-3.7	5	i	-3	22	-3	-3	4.2	-3	3
COC(=O)COc1cccc(NS(=O)(=O)c2ccc(NC(C)=O)cc2)c1	1.5	-6	1.4	-5	-2	-7	1	-0.2	-2	4
O=C(NCCN1CCOCC1)C12CC3CC(C1)CC(c1ccccc1)(C3)C2	1.4	-1	-0.2	-2	16	3	-10	-1.4	-4	8
CC1=C(C(=O)OCC2CCCCC2)C(c2ccc(O)cc2)NC(=O)N1 (centres undefined)	-0.5	-1	i	-1	16	3	2	0.1	5	6
O=C(N/N=C/c1cccc([N+](=O)[O-])c1)C1CC(=O)N(c2ccc(Cl)cc2)C1 (centres undefined)	·	-12	-3.1	-2	6	·	10	-0.6	-5	3
CCCN(CC1CC1)C(=O)Nc1ccccc1C	·	4	3.0	1	6	-9	-6	-0.6	-3	-3
Cc1nn(C(C)C(=O)Nc2ccc3c(c2)OCO3)c(C)c1[N+](=O)[O-] (centres undefined)	1.4	2	i	5	13	1	9	0.4	7	5
CC(NC(=O)C12CC3CC(CC(C3)C1)C2)C(=O)NN=Cc1ccc([N+](=O)[O-])o1 (centres undefined)	0.3	-3	0.8	-4	·	-12	11	-0.5	·	-1
CCCOC(=O)/C(C(N)=NCc1ccccc1)=C(\O)OCCC	·	5	-0.5	1	6	·	-4	2.1	5	2
CN1CCN(C(=O)COc2ccc3ccccc3c2)CC1	1.5	2	-0.2	13	-35	3	4	0.6	-3	0
CCn1c(=O)cc(OCC(=O)NC(C)c2ccc3c(c2)OCCO3)c2ccccc21 (centres undefined)	·	-12	-5.4	3	23	-9	1	0.3	1	6
COCCNCC(=O)Nc1ccc(OC(F)(F)F)cc1	-3.5	9	-0.4	6	14	0	12	0.4	5	-5
COc1ccc(NC(=O)Nc2ccccc2F)cc1Cl	0.6	-2	-0.4	-2	13	-2	-4	0.6	-4	2
CCOC(=O)C1CCN(C(=O)CNC(=O)OC(C)(C)C)CC1	·	3	i	-2	22	-8	3	0.0	-2	-5
O=C(CCc1ccccc1)NC(NC(=S)Nc1ccc(Br)cc1)C(Cl)(Cl)Cl (centres undefined)	0.0	-48	i	-6	2	-2	7	-1.1	2	-2
CN1CCN(C(=O)c2ccc3c(Cl)c4c(nc3c2)CCCC4)CC1	1.0	1	5.9	2	7	-2	2	-0.5	4	25
Cc1ccc(S(=O)(=O)NCC(=O)NCC(=O)N2CCC(C)CC2)cc1	-1.0	0	i	18	18	2	8	-0.1	3	8
Cc1ccc(N(C(=O)Cn2nnc(-c3ccc(C)o3)n2)C(C(=O)NC2CCCC2)c2ccncc2)cc1 (centres undefined)	1.3	0	0.6	9	7	-7	8	-0.7	-6	-1
CC12CCC(C(N)=O)(c3nc4ccccc4nc31)C2(C)C (centres undefined)	·	2	i	-5	-1	-19	1	-0.1	-2	0

Among those listed so far, these have a nitro group on carbon.
SMILES	TcdB GH inh	Rv3671c protease	BH1578 lux ind	Anthrax LF prot	VHR inh abs	PriA SSB inh	MazF activator	PfHsp40 rescue	SARS 3CLpro inh	Yp Topo-I inh
Cn1c(=O)c2[nH]c(CCCc3ccc([N+](=O)[O-])cc3)nc2n(C)c1=O	0.2	·	-0.8	6	·	-8	-20	-0.2	·	10
COc1ccc(C(=O)Nc2ccc(S(=O)(=O)NC(C)=O)cc2)cc1[N+](=O)[O-]	-0.4	-2	-0.4	-5	-6	-1	-1	-0.1	2	-2
O=C(N/N=C/c1cccc([N+](=O)[O-])c1)C1CC(=O)N(c2ccc(Cl)cc2)C1 (centres undefined)	·	-12	-3.1	-2	6	·	10	-0.6	-5	3
Cc1nn(C(C)C(=O)Nc2ccc3c(c2)OCO3)c(C)c1[N+](=O)[O-] (centres undefined)	1.4	2	i	5	13	1	9	0.4	7	5
CC(NC(=O)C12CC3CC(CC(C3)C1)C2)C(=O)NN=Cc1ccc([N+](=O)[O-])o1 (centres undefined)	0.3	-3	0.8	-4	·	-12	11	-0.5	·	-1

Following part:
SMILES	TcdB GH inh	Rv3671c protease	BH1578 lux ind	Anthrax LF prot	VHR inh abs	PriA SSB inh	MazF activator	PfHsp40 rescue	SARS 3CLpro inh	Yp Topo-I inh
Cc1c(Cl)cccc1NC(=O)CSc1nc(=O)n(CCCN2CCOCC2)c2c1CCCC2	0.9	·	-0.4	-3	·	·	0	·	·	20
O=C(O)CCCNS(=O)(=O)c1cccc2nsnc12	·	5	i	-2	35	-11	-8	-0.5	4	2
COc1ccc(-c2nc3ccccc3c(=O)o2)cc1	5.2	-1	4.3	0	22	-19	2	-0.8	2	-7
Cc1ccc2c(c1)-c1c(ssc1=S)C(C)(C)N2C(=O)CSC1=NCCS1	1.8	1	5.6	-4	-4	-18	0	1.4	0	12
COc1ccc(CCC2(C)NC(=O)NC2=O)cc1 (centres undefined)	-0.9	-1	-0.5	-5	26	-5	8	-2.0	0	0
CC(C)CNC(=O)CN(C1CCCCC1)S(=O)(=O)c1ccccc1	·	4	i	15	34	-8	-1	3.1	-3	4
O=C1C(Cc2cnc[nH]2)NC(=S)N1c1ccccc1 (centres undefined)	-0.5	·	i	-10	-35	0	5	-2.3	-2	2
Cc1ccc[n+](-c2[nH]c(=O)sc2/C=N/N=C(\[O-])c2cccnc2)c1	2.7	2	0.0	1	21	·	-12	0.9	-5	-5
CCCNc1cc(C)oc(=O)c1C(=O)CCC	·	-1	i	-3	16	-5	1	-0.9	0	1
COc1ccc(C(O)CNC(C)C)c(F)c1OC (centres undefined)	-0.1	1	i	3	·	5	1	0.2	·	-4
O=C(NCc1ccccc1Cl)c1cc(=O)[nH]c2ccccc12	-0.1	-6	-1.3	15	14	0	-22	0.9	-2	-1
Cc1ccc(OCCNC(=O)c2cccc(S(=O)(=O)N3CCN(Cc4ccccc4)CC3)c2)cc1	-0.9	·	-0.9	-13	·	-1	-10	1.4	·	24
CC(C)c1nnc(NC(=O)CCC(=O)N2CCN(c3ccc(F)cc3)CC2)s1	-2.4	-3	-8.5	-1	18	-3	-1	0.4	-2	27
CCCCC(=O)Nc1nnc(/C=C/c2ccc(OC)cc2)s1	·	6	-0.8	14	-3	1	-13	0.1	3	-4
Cc1ccc(C(=O)N/N=C\c2ccc(Br)o2)o1	·	-4	i	0	20	·	0	-1.0	0	8
COc1ccc(NC(=O)c2cc3nc(-c4ccccc4)cc(C)n3n2)cc1OC	0.8	-7	i	0	12	20	7	-0.4	-2	9
c1ccc(C2=NN(c3ccccc3)C(c3ccco3)C2)cc1 (centres undefined)	0.7	4	-0.4	-2	-14	-42	-2	1.2	0	1
Cc1coc2cc3oc(=O)c4c(c3cc12)CCCC4	1.5	1	-0.2	-1	15	-17	19	-1.8	-5	-3
CN(C(=O)c1cccc(NC(=O)Cc2ccc(NC(=O)C3CCCN(C(=O)C4CCCCC4)C3)cc2)c1)C1CCC1 (centres undefined)	0.9	·	1.6	-6	·	-7	-5	2.3	·	33
NS(=O)(=O)c1cccc(NC(=O)COC(=O)COc2ccc3ccccc3c2)c1	3.0	-2	-0.5	-1	-9	7	0	-0.9	4	0
C/C=C(\C)C(=O)O[C@@H]([C@H](O)c1cc2ccc(=O)oc2cc1OC)C(C)(C)O	1.3	-1	-0.4	-2	·	-6	-1	-0.2	·	1
S=C(N/N=C/c1ccccc1Cl)Nc1ccccc1	·	-10	i	-3	1	·	11	1.3	5	4
CC(C)CNc1nnnc2c1sc1nc(N3CCOCC3)c3c(c12)CCCC3	0.7	-11	-0.5	·	13	-9	20	0.3	2	-1
CCn1cc(C(C)NC(=O)Nc2ccccc2C(=O)OC)c(C)n1 (centres undefined)	-1.0	-5	i	0	19	-13	-19	0.0	-1	-11
COc1ccccc1CNC(=O)CN(C)CC(=O)Nc1ccccc1Br	6.2	0	i	4	·	-1	-2	0.9	·	5
CCOc1ccc(S(=O)(=O)N2CCN(C(=O)CCOc3ccccc3C)CC2)cc1	1.3	3	-1.5	?	·	0	2	1.4	·	16
O=C(N/N=C/c1coc2ccccc2c1=O)c1cc(O)cc(O)c1	0.0	·	-0.4	0	23	·	6	·	2	-15
c1cnc(SCCOc2cccc3ccccc23)nc1	·	-13	1.6	-5	-2	-74	1	1.3	6	13
Cc1ccc(N(CCC#N)C(=O)COC(=O)C2CCN(S(=O)(=O)c3ccc(C)c(C)c3)CC2)cc1	0.5	-2	-0.7	1	·	-3	6	1.9	·	31
Cc1cccn2c(=O)c(C=O)c(N3CCN(C)CC3)nc12	0.0	0	i	-5	6	-6&-8	9	-1.3	-2	-8
CC(C)CC(=O)N/C(N)=N/c1nc2ccccc2o1	-1.1	6	-0.6	17	-13	·	-2	-1.0	-1	8
O=c1cc(-c2ccc(O)cc2)oc2c(O)c(O)c(O)c(O)c12	-11	-33	-0.3	-11	40	21	1	0.0	-2	-7
CC(OC(=O)C1CCN(c2ccc(C(F)(F)F)cn2)CC1)C(=O)NC1CCCCC1C (centres undefined)	-6.6	9	-0.3	-2	·	11	-12	-0.7	·	-2
Cc1cc(Cn2nc(-c3ccccc3)cc2C(=O)NCc2cccc(C(F)(F)F)c2)on1	0.2	-129	0.4	-4	·	-5	-24	0.1	·	3

From PubChem

Only part of the results is shown (hit frequency here may not be typical).
